EPAC2 agonist: agonists of human EPAC2 (RAPGEF4); Q8WZA2; EPAC2 activation, biochemical qHTS; response scale: 100% = 6.5 mM cAMP response; Potency, µM (titrated, usually from 154 µM), for inactives: at the highest dose activation, most hits filed as activators; 360,000 tested, 0.079% active; also: potency is read from the fitted curve at half-maximal effect; nearly all actives have a fitted effect of over 50% in size
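Each well held 100 nM EPAC2, 250 nM RAP1B-BODIPY-GDP and 50 uM GDP. Fluorescence, read at 5-min intervals to 30 min, was referenced to a 6.5 mM cAMP positive control.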
CCT chaperon mod: modulators of cytosolic chaperonin (CCT/TRiC) activity. purified chaperonin ATPase assay, HTRF ADP detection, 30 min. 360,000 tested, 0.3% active. activity change, % (no concentration beside the values), hits read low; in the data active = activity change below about -30%; also: % is scaled to controls: 0 for no effect and ±100 for the full control effect
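We incubate TRiC, 40 or 20 nM final, with library compounds at 76 uM and 10 uM ATP for 30 min at 37 °C. ADP formed is detected with Transcreener HTRF reagents after 30 min at room temperature.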
WRN helicase inh: WRN helicase (human) inhibition; Q14191; Potency, µM (doses to about 114 µM), for inactives: at the top dose activity change, negative = inhibition, most hits filed as inhibitors; 360,000 tested, 0.46% active; WRN helicase unwinding, fluorescent forked duplex, kinetic; AID 651768; also: potency is read from the fitted curve at half-maximal effect; % is scaled to controls: 0 for no effect and ±100 for the full control effect; nearly all actives have a fitted effect of over 55% in size
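Kinetic red-fluorescence monitoring (525/598 nm) tracks WRN helicase activity after 100 nM fluorophore-quencher forked duplex and 2 mM ATP are added to 20 nM enzyme pretreated 15 min at room temperature with compound.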
PLK1 PBD block: blocks phosphopeptide binding to human PLK1 polo-box domain; Plk1 PBD binding of FITC phosphopeptide, fluorescence polarization; Potency, µM, without a hit: max response, negative = inhibition, most hits filed as inhibitors; 360,000 tested, 2.8% active; AID 720504; also: potency is read from the fitted curve at half-maximal effect; series mostly up to about 57 µM; % is scaled to controls: 0 for no effect and ±100 for the full control effect; nearly all actives have a fitted effect of over 65% in size
Target sequence (P53350 whole entry, looked up, the tested form may be a part): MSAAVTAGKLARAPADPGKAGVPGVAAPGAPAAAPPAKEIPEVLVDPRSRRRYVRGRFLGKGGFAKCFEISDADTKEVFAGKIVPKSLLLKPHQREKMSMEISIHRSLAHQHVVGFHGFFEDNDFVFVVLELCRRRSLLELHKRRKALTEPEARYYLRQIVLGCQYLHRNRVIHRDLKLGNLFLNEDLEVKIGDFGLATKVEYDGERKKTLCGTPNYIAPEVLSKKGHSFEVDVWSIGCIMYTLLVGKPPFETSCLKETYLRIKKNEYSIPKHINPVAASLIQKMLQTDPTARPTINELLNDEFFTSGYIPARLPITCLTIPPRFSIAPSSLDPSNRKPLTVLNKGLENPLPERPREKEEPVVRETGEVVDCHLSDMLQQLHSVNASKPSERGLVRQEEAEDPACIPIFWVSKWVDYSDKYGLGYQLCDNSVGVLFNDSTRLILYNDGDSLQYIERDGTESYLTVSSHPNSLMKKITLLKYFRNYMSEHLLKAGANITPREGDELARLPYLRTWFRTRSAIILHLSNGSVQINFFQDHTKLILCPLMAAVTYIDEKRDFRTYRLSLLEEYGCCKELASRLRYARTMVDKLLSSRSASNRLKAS
PI5P4Ka inh: blocks human PI5P4K alpha kinase activity; P48426; PI5P4Kalpha enzyme, ADP-Glo luminescence, 60 min; active compounds read low; max response, %; 330,000 tested, 1.2% active; AID 652105; active = max response of -50% or lower; inconclusive = between -30% and -50%; inactive = -30% or higher; also: value at the top dose of about 77 µM; % is scaled to controls: 0 for no effect and ±100 for the full control effect
Target sequence (P48426 whole entry, looked up): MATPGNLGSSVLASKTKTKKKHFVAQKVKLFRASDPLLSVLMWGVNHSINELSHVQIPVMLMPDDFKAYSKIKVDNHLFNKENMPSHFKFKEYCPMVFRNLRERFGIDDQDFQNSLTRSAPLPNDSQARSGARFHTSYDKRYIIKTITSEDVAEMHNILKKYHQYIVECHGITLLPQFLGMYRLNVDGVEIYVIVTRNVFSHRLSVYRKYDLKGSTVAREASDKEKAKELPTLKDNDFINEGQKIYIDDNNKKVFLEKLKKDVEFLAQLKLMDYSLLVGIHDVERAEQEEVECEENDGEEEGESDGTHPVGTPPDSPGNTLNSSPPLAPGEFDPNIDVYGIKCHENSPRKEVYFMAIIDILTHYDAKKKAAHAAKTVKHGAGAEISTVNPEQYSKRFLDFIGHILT
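Luminescence from ADP-Glo served as readout of PI5P4Kalpha activity in a qHTS format. Reaction: enzyme, substrate, compound, ATP at 5 microM final, 60 min at RT.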
EPAC1 antag: EPAC1 (human) antagonism | AID 720709 | Potency, µM (series often up to 115 µM), for the others: at the highest dose activity change, negative = inhibition, usual class: inhibitors | EPAC1 GEF assay, Rap1b-BODIPY-GDP exchange fluorescence | 360,000 tested, 0.14% active | O95398;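 also: potency is read from the fitted curve at half-maximal effect; plate controls were vehicle for no effect and positive control for full effect; nearly all actives have a fitted effect of over 50% in size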
EPAC1 ag: agonists of human EPAC1; EPAC1 agonist qHTS, biochemical assay; response scale: 100% = response to 6.5 mM cAMP; Potency, µM (top dose mostly 154 µM), for inactives: at the highest dose activation, usual class: activators; 360,000 tested, 0.073% active; O95398; also: potency is read from the fitted curve at half-maximal effect; nearly all actives have a fitted effect of over 60% in size
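Nucleotide exchange by EPAC1 (100 nM) on Rap1B–BODIPY-GDP (250 nM) in the presence of 50 uM GDP is tracked fluorescently at 480/540 nm over 30 min. Signals are normalized to a 6.5 mM cAMP control.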
IL2 activator: activates IL-2 in a cell-based reporter assay; IL-2 activation reporter assay, cell-based qHTS; stimulated with anti-CD3/CD4/CD28 beads; in transgenic mouse T cells; activation, % (series mostly up to about 46 µM); 360,000 tested, 0.065% active; in the data active = activation above about 50%; inconclusive = mostly about 30% to 49%; also: 0% is about no effect
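Quantitative HTS in unstimulated transgenic mouse T cells, with memory T cells as non-tolerant control and PMA/ionomycin as tolerance-bypass control. Compound pretreatment lasted 60 minutes before 18 h bead stimulation; EGFP/DsRed fluorescence read.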
* hit, by the source's call; ? = inconclusive; · = not tested or not shown; [ ] = another dose, or the depositor's remark. Unless noted, calls follow the shape of the dose curve; as a rule, active = well fitted curve in the direction sought with a large enough effect; inconclusive = small, poorly fitted or top-dose-only effect, or another doubt; inactive = no such curve, though single readings can be large; an effect the other way counts as inactive or inconclusive. This is a subset; the hit share may differ from the screen's.

SMILES	EPAC2 agonist	CCT chaperon mod	WRN helicase inh	PLK1 PBD block	PI5P4Ka inh	EPAC1 antag	EPAC1 ag	IL2 activator
COc1cccc(C(=O)N2C(C(C)C)COc3cc(Br)ccc3S2(=O)=O)c1 (configuration not stated)	12%	-0.5	3%	-3%	-5	8%	12%	0.7
CS(=O)(=O)c1ccc(C(=O)NCc2ccc(F)cc2)cc1	1%	2.5	-11%	0%	7	-6%	-4%	-0.9
CC(C(=O)N1CCCc2c1c(=O)oc1ccc(O)cc21)N1CCc2ccccc2C1 (configuration not stated)	16%	0.9	-4%	0%	8	14%	4%	0.2
COc1ccc(N2CCN(c3cc(C)c4cccc(C)c4n3)CC2)cc1	15%	0.0	2%	2%	4	2%	5%	3.5
COC(=O)CN1C(=S)N(c2ccc(OC)cc2)C(=O)/C1=C/c1ccc(N2CCOCC2)cc1	?	-3.4	8%	-23%	0	31%[activator]	?	4.4
CCOC(=O)c1cc(-c2ccccc2)nc2c1c(C)nn2-c1ccccn1	-14%	-1.8	0%	-10%	-2	0%	-5%	-0.3
O=C(O)/C=C/C(=O)NCCc1cccc(Cl)c1	0%	1.9	4%	-9%	-2	9%	6%	-0.6
CC1O[C@@H](O[C@H](C)CC/C=C/C(=O)O)C(O)C[C@H]1O (some centres not stated)	2%	-0.1	5%	-1%	3	7%	-13%	0.0
Cc1cccc(C(=O)OCN2C(=O)c3ccccc3C2=O)c1[N+](=O)[O-]	14%	0.7	-6%	-23%	-5	3%	12%	-1.5
COc1ccccc1CNC(=O)[C@H](C)NC(=O)C1CCN(C(=O)[C@@H](N)Cc2ccccc2)CC1	6%	1.6	6%	1%	3	11%	-5%	0.8
FC(F)(F)C(F)(F)C(F)(F)c1nc2nc(Cl)c(Cl)nc2[nH]1	6%	-0.3	-12%	-13%	-20	-1%	2%	-2.2
Cc1ccc(NC(=O)c2ccc(Cl)c(N3C(=O)CCC3=O)c2)cc1	9%	-2.5	-1%	-2%	0	7%	5%	-1.4
CN(C)c1ccc(C(=O)NN2C(=O)c3ccccc3C2=O)cc1	11%	-1.3	7%	-12%	2	-11%	-1%	6.3
COc1ccccc1NC(=S)N1CCC(c2nc3cc(C)c(C)cc3[nH]2)CC1	4%	1.7	0%	-12%	·	3%	-9%	-1.0
O=C(O)CC(Cn1[nH]nnc1=S)c1ccccc1 (configuration not stated)	-4%	-0.7	8%	?	-15	4%	-4%	-2.2

Compound profiles, from the list above:
COc1ccccc1CNC(=O)[C@H](C)NC(=O)C1CCN(C(=O)[C@@H](N)Cc2ccccc2)CC1 is listed with EPAC2 agonist: 6%; CCT chaperon mod: 1.6; WRN helicase inh: 6%; PLK1 PBD block: 1%; PI5P4Ka inh: 3; EPAC1 antag: 11%; EPAC1 ag: -5%; IL2 activator: 0.8
CCOC(=O)c1cc(-c2ccccc2)nc2c1c(C)nn2-c1ccccn1 is listed with EPAC2 agonist: -14%; CCT chaperon mod: -1.8; WRN helicase inh: 0%; PLK1 PBD block: -10%; PI5P4Ka inh: -2; EPAC1 antag: 0%; EPAC1 ag: -5%; IL2 activator: -0.3
Cc1ccc(NC(=O)c2ccc(Cl)c(N3C(=O)CCC3=O)c2)cc1 is listed with EPAC2 agonist: 9%; CCT chaperon mod: -2.5; WRN helicase inh: -1%; PLK1 PBD block: -2%; PI5P4Ka inh: 0; EPAC1 antag: 7%; EPAC1 ag: 5%; IL2 activator: -1.4

Additional entries.
SMILES	EPAC2 agonist	CCT chaperon mod	WRN helicase inh	PLK1 PBD block	PI5P4Ka inh	EPAC1 antag	EPAC1 ag	IL2 activator
O=C(CSc1nnnn1-c1ccccc1)c1ccco1	17%	1.3	4%	-24%	-1	7%	14%	-0.2
COc1cccc(C(NC(C)=O)c2nc(-c3ccc4c(c3)OCO4)cs2)c1 (configuration not stated)	9%	0.0	3%	0%	-3	-2%	-10%	0.9
Cc1c(CN2CCCC(C(=O)c3cccc(OC(C)C)c3)C2)c(=O)n(-c2ccccc2)n1C (configuration not stated)	-19%	-1.0	2%[57.1 µM]	-23%	14	-12%	-5%	-0.7
Cc1cc(Oc2ccc([N+](=O)[O-])cc2)nc(N2CCOCC2)n1	3%	-1.8	0%	-2%	1	6%	-1%	-0.2
COC(=O)c1ccc(-c2ccc(/C=N/NC(=O)Cc3nnc(N)s3)o2)cc1	9%	-2.0	-7%[11.6 µM]	-14%	-56*	-11%	0%	0.0
Cc1ccccc1Nc1sc(C(=O)Nc2cccc(Cl)c2)c(N)c1C(N)=O	-1%	-2.7	-11%	9%	2	1%	4%	0.2
Cc1ccc([C@H]2C[C@H](n3cc(C4CC4)nn3)[C@@H](O)CN2C(=O)C2CCCCC2)cc1	-3%	-0.2	-5%	-1%	-1	-5%	0%	0.7
CC1CN=C(N(C(=S)Nc2ccccc2)c2cccc(C(F)(F)F)c2)S1 (configuration not stated)	11%	-2.7	1%	-13%	0	-21%	-6%	-2.8
O=C(O)CCC(=O)OC1CC2CCC1C2 (configuration not stated)	-3%	1.7	14%	-4%	-5	6%	-1%	-2.2
COc1ccc(CNC(=O)COC(=O)c2cc(C)nc3ccccc23)cc1	-4%	-1.0	-27%	-8%	-10	-7%	9%	-4.3
CCCNC(=O)NCCc1ccncc1	0%	-0.4	6%	0%	-3	7%	-11%	-0.5
O=C(NNC(=O)C1CCC1)c1ccc(Br)cc1	4%	1.4	1%	4%	1	-10%	2%	-0.4
Cc1cccc(N(C(=O)Cn2nnc3ccccc32)C(C(=O)NCc2ccco2)c2ccncc2)c1C (configuration not stated)	-1%	0.1	2%[57.1 µM]	-4%	-4	-5%	-4%	0.4
CCOCCCNC(=O)Cn1cnc2c(cnn2-c2ccc(F)cc2)c1=O	-5%	-1.9	2%	4%	4	-7%	-5%	-0.1
Cc1cc(/C=N/Nc2ccc([N+](=O)[O-])cn2)c(C)n1-c1ccccc1	-2%	-0.9	-12%	0%	-17	0%	-13%	-2.6
COc1ccc(CCNC(=O)CSc2nnc3ccccn23)cc1	7%	-0.8	7%	-2%	0	26%	1%	-0.3
COc1ccc(C(=O)N2CCCC(CCC(=O)NCc3ccc(F)c(F)c3)C2)cc1F (configuration not stated)	-1%	0.1	3%[57.1 µM]	-8%	0	11%	-6%	-0.9
O=C(CSc1nc(-c2ccccc2)cc(=O)[nH]1)Nc1ccc(Br)cc1	3%	-4.8	10%	-18%	-2	-1%	2%	0.0
O=[N+]([O-])c1ccc(Cl)cc1Sc1ccccn1	16%	-4.8	-22%	-24%	-4	-21%	9%	0.1
CC(C)Nc1ncnc2c1cnn2Cc1ccccc1Cl	-1%	-0.7	-4%	-2%	-1	-12%	-5%	0.0
COc1cc(/C=N/NC(=O)C2c3ccccc3Oc3ccccc32)ccc1O	-1%	-2.5	-24%	-3%	4	0%	-4%	-2.8
OC1CCCCC1	-3%	1.0	6%	-3%	3	3%	-16%	-0.2
Cc1ccccc1C(=O)NC(=S)Nc1ccc(S(=O)(=O)N(C)c2ccccc2)cc1	-2%	-3.0	5%	27µM*	-14	-10%	20%	-2.7
CC(C)NC(=O)c1ccccc1NC(=O)/C=C/c1ccc([N+](=O)[O-])cc1	-4%	-6.9	0%	1%	·	2%	1%	-0.2
COc1cccc(NC(=O)Cc2nnc(SCC(=O)NC3CCCCC3)n2C)c1	6%	-1.1	-26%	-10%	1	-16%	-1%	-0.4
Cc1ccccc1CCN1CCCC(CN(C)C(=O)c2ccc3ncccc3c2)C1 (configuration not stated)	1%	-0.6	14%	-10%	-7	-6%	-9%	-1.9
CCSc1nnc(NC(=O)c2cc(C)oc2C)s1	13%	-2.7	-1%	-15%	·	-16%	6%	0.1
O=C(Cn1cnc2c(cnn2-c2ccccc2Cl)c1=O)N1CCc2ccccc21	-2%	-0.8	5%	0%	·	10%	7%	-4.0
CCCCOC(=O)NC1CCS(=O)(=O)C1 (configuration not stated)	12%	1.0	6%	1%	·	-1%	7%	-0.6
CCOc1ncccc1C(=O)Nc1ccc(C)cn1	6%	-0.8	2%	-4%	3	8%	5%	-2.9
Cc1nc2c(-c3ccccc3)c(C)nn2c(N)c1-c1ccccc1	-5%	2.0	-8%	0%	1	-10%	1%	-0.1
CCCOc1ccc(Cn2c(=O)oc3ccc(C)cc32)cc1OC	-16%	1.8	9%	-3%	13	2%	4%	-1.8
Cc1ccsc1C(=O)N1CCC1(C)C(=O)NS(=O)(=O)c1ccc(C#N)cc1 (configuration not stated)	6%	2.6	-4%	-3%	-1	-11%	9%	0.0
COCCN1CN(S(=O)(=O)c2ccc(Cl)cc2)c2nc3ccccc3nc21	1%	3.2	-1%	-2%	6	-25%	14%	-0.1
Cc1c(Cc2ccccc2)sc(/N=C/c2c(O)ccc3ccccc23)c1C(N)=O	-7%	-2.5	?	?	?	92%[activator]	2%	3.8
CC(C)(C)OC(=O)N1CCC(C(=O)N[C@H](C(=O)O)c2ccccc2)(c2ccccc2)CC1	11%	1.2	-6%	-16%	-10	-17%	-2%	-0.3
CCN(CC)CCn1c(=N)n(CC(=O)c2ccc(Br)s2)c2ccccc21	11%	-0.4	2%	-3%	-9	-5%	-2%	-5.5
CCOC(=O)c1[nH]ncc1CN1CCCC(C(=O)c2cc(Cl)ccc2OC)C1 (configuration not stated)	4%	-0.6	4%	1%	7	0%	1%	-1.3
CCOC(=O)c1c(S(=O)(=O)NCC(=O)Nc2ccccc2)c(C)n(C)c1C	-1%	2.7	7%	-13%	-2	12%	-9%	-0.4
O=C1C2ON(c3ccccc3)C(c3cccnc3)C2C(=O)N1c1ccc(Cl)c(Cl)c1 (configuration not stated)	-11%	-2.3	-10%	-4%	·	-3%	-2%	-0.9
Fc1ccc(NC(=S)N2N=CCC2c2ccccc2)cc1 (configuration not stated)	6%	-1.3	-1%	0%	-2	4%	5%	0.2
Cn1nc(C(F)(F)F)cc1C(=O)NC1CCCCCC1	-3%	-0.9	13%	-2%	·	18%	-7%	-3.0
c1ccc(-c2ccc3c(n2)CCCO3)cc1	5%	-0.1	-4%	0%	10	-9%	-1%	-0.1
Cc1cccc(-c2noc(CCC(=O)N3CCN(c4cc(C)ccc4C)CC3)n2)c1	16%	0.0	5%	-4%	8	-22%	-7%	-0.6
CCc1cccc(C)c1NC(=O)CSc1nc2ccncc2[nH]1	4%	-1.9	-8%	6%	3	-6%	10%	-0.5
COC(=O)c1c(NC(=O)C(=O)NCC2CCCO2)sc2c1CC(C)(C)OC2 (configuration not stated)	-4%	0.4	-3%	-7%	3	-6%	-5%	4.7
C/C(=N/NC(=O)CSc1nc2ccccc2n1C)c1ccco1	9%	0.7	-6%	-6%	0	9%	-2%	-3.4
Cc1ccc(NC(=O)c2sccc2-n2cccc2)c(Cl)c1	10%	-1.5	-2%	-2%	4	-15%	-8%	-3.4

High-throughput results from PubChem.
